M5 antag – human M5 muscarinic receptor antagonists, primary screen, CHO cells, Fluo-8 calcium fluorescence; inhibition, % at 3 µM; CHO-hM5 cells, ACh EC80; Muscarinic acetylcholine receptor M5 (Homo sapiens), P08912; 360,000 tested, 0.59% active;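 active = inhibition above a per-plate cutoff, the mean of that plate's test compounds plus 3 SD, cut at about 27% in these data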;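 note: 0% = acetylcholine EC80 with DMSO and 100% = DMSO without agonist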
Target sequence (P08912 whole entry, looked up): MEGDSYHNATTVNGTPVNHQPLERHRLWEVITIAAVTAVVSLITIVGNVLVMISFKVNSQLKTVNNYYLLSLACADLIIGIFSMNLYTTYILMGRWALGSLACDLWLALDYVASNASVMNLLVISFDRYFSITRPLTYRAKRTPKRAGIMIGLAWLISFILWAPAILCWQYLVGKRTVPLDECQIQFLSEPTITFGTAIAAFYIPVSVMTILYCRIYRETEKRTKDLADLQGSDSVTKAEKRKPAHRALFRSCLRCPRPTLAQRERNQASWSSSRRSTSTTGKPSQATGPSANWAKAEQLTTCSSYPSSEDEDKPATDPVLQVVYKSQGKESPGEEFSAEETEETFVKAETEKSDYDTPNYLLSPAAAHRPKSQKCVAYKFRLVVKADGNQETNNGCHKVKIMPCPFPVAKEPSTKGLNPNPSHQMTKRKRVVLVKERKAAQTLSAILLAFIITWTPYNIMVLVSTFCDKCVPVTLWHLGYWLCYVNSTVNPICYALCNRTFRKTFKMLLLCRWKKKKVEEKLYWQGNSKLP
CHRM4 agonist – human M4 muscarinic receptor agonists, primary screen, CHO-K1 cells, Fluo-8 calcium fluorescence; Muscarinic acetylcholine receptor M4 (Homo sapiens), P08173; CHO-K1 hM4/Gqi5; vehicle 0%, full acetylcholine response 100%; activation, % at 3 µM; 360,000 tested, 0.14% active;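 active = activation above the run mean over all test wells plus 3 SD, cut at about 32% in these data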;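 note: peak over basal fluorescence ratio per well then scaled between controls; 0% = DMSO wells and 100% = acetylcholine at EC100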
Target sequence (P08173 whole entry, looked up): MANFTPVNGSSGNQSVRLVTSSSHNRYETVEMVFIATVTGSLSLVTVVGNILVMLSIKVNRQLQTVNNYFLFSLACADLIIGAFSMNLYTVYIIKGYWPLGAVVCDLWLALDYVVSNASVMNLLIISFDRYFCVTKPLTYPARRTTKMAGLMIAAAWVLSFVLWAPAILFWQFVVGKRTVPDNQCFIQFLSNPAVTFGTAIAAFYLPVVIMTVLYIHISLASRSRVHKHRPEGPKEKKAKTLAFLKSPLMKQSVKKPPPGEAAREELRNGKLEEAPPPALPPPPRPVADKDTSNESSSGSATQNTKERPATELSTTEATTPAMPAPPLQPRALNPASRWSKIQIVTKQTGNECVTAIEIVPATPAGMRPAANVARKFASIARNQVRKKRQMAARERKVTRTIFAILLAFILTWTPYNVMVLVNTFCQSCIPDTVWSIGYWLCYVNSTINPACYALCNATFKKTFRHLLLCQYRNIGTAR
M5 PAM – human M5 muscarinic receptor positive allosteric modulators, primary screen, CHO-K1 cells, Fluo-8 calcium fluorescence; CHO-K1 hM5, ACh EC20 PAM; 0% = ACh EC20, 100% = ACh EC100; activation, % at 3 µM; 360,000 tested, 0.3% active;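 active = activation above the run cutoff, the mean activation of all test compounds plus 3 SD, cut at about 18% in these data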
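System: CHO-K1 cell line with stable human muscarinic M5 receptor expression | Also added: EC20 acetylcholine as agonist stimulus | Compound: One concentration, 3 µM final (nominal) | Timing: Fluo-8 loading 80 min at 37 °C plus 30 min room temperature | Measured by: Fluo-8 calcium dye fluorescence, kinetic read | Read-out basis: % activation, ACh-normalized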
M1 ag parental – counter-screen for M1 agonists: effect in parental CHO-K1 cells; Fluo-8 calcium fluorescence; scaled to maximal ATP response, vehicle zero; 360,000 tested, 0.48% active; activation, % at 3 µM; in the data active = activation above about 15%;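 note: untransfected CHO-K1 host cells lacking M1 receptor as counterscreen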
CHO-K1 Ca antag – nonselective inhibitor or artifact in parental CHO-K1 cells | ATP-induced calcium, Fluo-8 fluorescence | AID 602250 | inhibition, % at 3 µM | 360,000 tested, 0.6% active;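 active = inhibition above a per-plate cutoff, the plate's mean sample inhibition plus 3 SD, cut at about 24% in these data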;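 note: 0% = DMSO plus EC80 ATP and 100% = DMSO alone without ATP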
CHO-K1 Ca PAM – nonselective calcium activators in parental CHO-K1 cells, primary screen, counter-screen for M1 PAM project, cell-based, Fluo-8 calcium fluorescence, full deck, 1536-well; activation, % at 3 µM; AID 602247, 2012; 360,000 tested, 0.02% active; ATP EC20; 0% at ATP EC20, 100% at ATP max;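 active = activation above the run cutoff, the mean activation of all test compounds plus 3 SD, cut at about 40% in these data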;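 note: peak over basal fluorescence ratio in a 140 s read after ATP addition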
M4 antag – human M4 muscarinic receptor antagonists, primary screen, CHO cells, Fluo-8 calcium fluorescence; inhibition, % at 3 µM; CHO-hM4 cells, ACh EC80; AID 624125, 2012; 360,000 tested, 0.73% active; Muscarinic acetylcholine receptor M4 (Homo sapiens), P08173;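 active = inhibition above its plate's cutoff, the mean inhibition of sample wells plus 3 SD, cut at about 27% in these data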;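 note: 0% = acetylcholine EC80 with DMSO and 100% = DMSO without agonist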
CHRM4 PAM – human M4 muscarinic receptor positive allosteric modulators, primary screen, CHO-K1 cells, Fluo-8 calcium fluorescence | AID 624126, 2012 | 360,000 tested, 0.4% active | CHO-K1 hM4/Gqi5, ACh EC20; 0% = ACh EC20, 100% = maximal ACh | activation, % at 3 µM;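 active = activation above its plate's cutoff, the mean activation of sample wells plus 3 SD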; note: some results filed as inactive read as strong as hits
M5 ag – human M5 muscarinic receptor agonists, primary screen, CHO-K1 cells, Fluo-8 calcium fluorescence; activation, % at 3 µM; CHO-K1 hM5 cells; 0% DMSO wells, 100% maximal acetylcholine response; Muscarinic acetylcholine receptor M5 (Homo sapiens), P08912; 360,000 tested, 0.19% active;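 active = activation above the run's mean over test compounds plus 3 SD, cut at about 23% in these data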;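 note: signal is peak over basal fluorescence ratio across the kinetic read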
Starred values were filed as active, the others as inactive; nt = no result given.

SMILES	M5 antag	CHRM4 agonist	M5 PAM	M1 ag parental	CHO-K1 Ca antag	CHO-K1 Ca PAM	M4 antag	CHRM4 PAM	M5 ag
NC(COCc1ccccc1)c1csc(Nc2ccc(C(=O)c3ccccc3)cc2)n1 (configuration not stated)	9	20	-4	5.0	2	8	0	-3	6
COc1ccc(-c2noc(CCC(=O)NCc3cccnc3)n2)cc1	12	3	-9	0.8	-8	0	-12	14	-2
O=C(CSc1nnc(-c2ccncc2)o1)Nc1ccccc1C(F)(F)F	-6	1	-6	1.3	-8	1	-3	10	-3
Nc1nccc(/C=C/c2ccc(Cl)cc2)n1	13	-1	-1	-1.0	12	-25	0	-6	-1
CC(Cc1ccccc1)C(=O)NCc1ccccn1 (configuration not stated)	10	1	2	0.1	-7	11	14	1	0
Cc1cccc(NC(=O)CNC(=O)CSc2nnc(C(F)(F)F)n2C)c1C	9	0	0	0.4	-3	2	8	-4	0
CC1CN(C2CCN(S(=O)(=O)c3ccc(F)cc3)CC2)CC(C)O1 (configuration not stated)	2	0	1	0.2	0	6	-2	7	-6
O=C1CCCc2nc(N3CCN(C(c4ccccc4)c4ccccc4)CC3)ncc21	16	2	-22	1.1	0	9	19	-19	-4
CC1CN(C(=S)Nc2ccc(Br)cc2)CC(C)O1 (configuration not stated)	2	4	-1	0.9	2	-5	-2	5	-1
CC(C)(C)c1csc(NC(=O)c2c(F)c(F)c(F)c(F)c2F)n1	2	1	-2	2.3	-2	-6	2	1	-1
COc1cccc(COC(=O)C2CC(=O)N(Cc3ccc(C)cc3)C2)c1OC (configuration not stated)	-2	2	2	7.4	12	-1	-11	-1	1
CCN(CC)c1ncnc2ccc(Br)cc12	-8	0	-2	0.4	-6	-9	-1	-5	-7
Cc1ccccc1S(=O)(=O)Nc1ncnc2scc(-c3ccccc3)c12	2	2	-10	3.0	-10	19	-9	-2	-3
O=C1Nc2ccccc2OCc2c1cccc2[N+](=O)[O-]	9	5	3	0.6	-7	16	-4	12	0
COc1ccc(OC)c(CN2CCN(C(=O)CCNC(=O)c3ccc(Br)cc3)CC2)c1	4	2	-1	-0.8	10	17	-2	-1	-4
Cc1ccc(N2C(=O)c3ccccc3C2(O)c2ccccc2)cc1 (configuration not stated)	-11	2	15	0.2	-14	14	10	15	1
CCOc1ccccc1CNC(=O)c1ccc2nc(N3CCOCC3)sc2c1	-3	9	-7	1.8	6	7	-15	3	0
OCC1(Cc2cccc(C(F)(F)F)c2)CCN(Cc2cc(F)cc(F)c2)CC1	0	5	7	2.0	-9	6	0	-2	5
CSC(=Nc1ccccc1)N=C(SCc1ccccc1)N(C)C	16	14	-5	8.9	18	6	46*	-12	-5
CSCC[C@H](NC(=O)CCNC(C)=O)c1nc2ccccc2[nH]1	-6	0	-2	-0.2	-11	11	1	-2	-1
O=CN1CCN(C(=O)C(=O)c2cn(CC(=O)N3CCCCC3)c3ccccc23)CC1	5	3	10	0.8	-6	-4	4	-3	-2
CC(C)(C)C(=O)NNc1nc(-c2ccccc2)c2cc(Br)ccc2n1	-5	1	-1	-0.1	1	10	5	0	-1
CC(=O)N1CCN(C(=O)c2cccc(S(=O)(=O)N3CCOCC3)c2)CC1	3	2	-15	0.4	18	-22	-28	11	-3
COc1ccc(C2N(c3ccccn3)C(=O)C3CCCN32)c(OC)c1 (configuration not stated)	-3	1	2	0.3	-23	19	1	-3	-2
O=[N+]([O-])c1cccc(N=Nc2ccc(O)cc2O)c1	8	4	-5	5.4	-6	15	-3	3	10

Five compounds from above, ordered by length of the SMILES, lowest first.
SMILES	M5 antag	CHRM4 agonist	M5 PAM	M1 ag parental	CHO-K1 Ca antag	CHO-K1 Ca PAM	M4 antag	CHRM4 PAM	M5 ag
CC(Cc1ccccc1)C(=O)NCc1ccccn1 (configuration not stated)	10	1	2	0.1	-7	11	14	1	0
CSC(=Nc1ccccc1)N=C(SCc1ccccc1)N(C)C	16	14	-5	8.9	18	6	46*	-12	-5
O=C1Nc2ccccc2OCc2c1cccc2[N+](=O)[O-]	9	5	3	0.6	-7	16	-4	12	0
O=C(CSc1nnc(-c2ccncc2)o1)Nc1ccccc1C(F)(F)F	-6	1	-6	1.3	-8	1	-3	10	-3
Cc1ccccc1S(=O)(=O)Nc1ncnc2scc(-c3ccccc3)c12	2	2	-10	3.0	-10	19	-9	-2	-3

(next part)
SMILES	M5 antag	CHRM4 agonist	M5 PAM	M1 ag parental	CHO-K1 Ca antag	CHO-K1 Ca PAM	M4 antag	CHRM4 PAM	M5 ag
COc1cccc(C(C(=O)NC2CCCCC2)N(CCN2CCOCC2)C(=O)C2COc3ccccc3O2)c1 (configuration not stated)	1	2	2	-0.3	-19	6	-10	10	4
Cc1cc(C)nc(NS(=O)(=O)c2ccc(NC(=O)NC3CCCCC3)cc2)n1	-11	0	5	-0.6	3	-6	6	11	2
CCO/C=C1/C(=O)N(CC)c2ccccc21	-12	1	2	-0.6	-5	13	-6	4	-1
COCCNC(=O)C1CCCN(C(=O)c2cncc(Br)c2)CC1 (configuration not stated)	0	0	-5	0.6	-14	12	-8	5	0
CC(=O)NCCc1ccc(C(=O)COC(=O)c2ccc(C)s2)cc1	4	2	-3	1.9	-9	14	-13	-1	2
N#CCCN(C(=O)COC(=O)CCc1c[nH]c2ccccc12)c1ccccc1	-2	4	0	4.6	-3	14	-4	11	4
COc1ccc(Cl)cc1C(=O)NCCCn1ccnc1	8	0	2	-0.9	6	-11	-7	1	0
COc1cccc(/C=C/C(=O)OCC(=O)Nc2nnc(-c3ccccc3)o2)c1OC	9	0	2	0.0	0	1	-2	-2	0
COc1ccccc1OCCn1c(=O)sc2ccccc21	5	-1	-1	0.4	-1	2	4	-5	-2
O=C(c1ccccc1F)N(Cc1ccc2c(c1)OCO2)Cc1cc2cc3c(cc2n2nnnc12)OCO3	-1	2	0	1.1	-13	15	0	6	-1
CC(C)C1Cc2c(sc3c2c(=O)n(-c2ccccc2)c2n[nH]c(=S)n32)CO1 (configuration not stated)	-12	0	3	1.1	-11	1	4	-3	-1
O=C(C[n+]1ccccc1)Nc1ccccc1[N+](=O)[O-]	5	2	-11	0.4	10	0	-15	-2	-20
Oc1ccc(Cl)cc1-c1cc(-c2ccco2)[nH]n1	5	5	0	1.2	-6	5	4	5	0
Cc1oc2c(C)c3oc(=O)c(CCC(=O)O)c(C)c3cc2c1-c1ccccc1	9	0	0	2.7	-1	4	8	0	-3
CCCC(=O)c1cc2c(cc1NC(=O)c1ccccc1F)OCCO2	3	1	12	0.0	-1	8	2	-3	3
CCN(CC)CCC(O)(c1ccccc1)C1CCCCC1 (configuration not stated)	89*	0	-33	-0.3	-4	1	85*	-16	-22
Cc1cccc(C)c1NC(=O)C1C(c2ccc3c(c2)OCO3)=Nc2ccccc2N1C(=O)c1cccc2ccccc12 (configuration not stated)	-10	3	0	nt	nt	nt	-5	4	0
CCCCNC(=O)NC12CC3CC(CC(C3)C1)C2	4	1	-6	-0.3	6	8	0	4	0
Cc1ccc(CNC(=O)c2ccc(COc3ccccc3)cc2)cc1	5	0	-4	-0.5	5	-3	-5	3	-6
OC[C@H]1O[C@@H](n2cnc3c(NCc4ccco4)ncnc32)[C@H](O)[C@@H]1O	6	0	-17	-0.4	-4	4	6	-4	45*
CN(C)c1ccc(/C=C/c2ccc3ccccc3n2)cc1	18	6	-4	5.5	5	-1	4	-1	4
O=C(COc1ccc2ccccc2c1)N[C@@H](C(=O)O)c1ccc(O)cc1	-1	2	-3	0.4	-14	10	-15	9	-5
O=C(COC(=O)/C=C/c1ccc(Cl)cc1)NCCC1=CCCCC1	-4	0	1	1.2	-6	20	4	-1	-2
Cc1cc(C)cc(N2C(=O)C3C4C=CC(C4)C3C2=O)c1 (configuration not stated)	-3	1	-1	0.3	-11	19	-7	7	-2
COc1ccc(-c2cc3cc(OC)c(OC)cc3c(C)n2)cc1	3	1	8	0.6	-18	12	14	16	0

Additional compounds
SMILES	M5 antag	CHRM4 agonist	M5 PAM	M1 ag parental	CHO-K1 Ca antag	CHO-K1 Ca PAM	M4 antag	CHRM4 PAM	M5 ag
CC1(C(=O)Nc2ccc3c(c2)OCO3)CCN1C(=O)c1ccco1 (configuration not stated)	-9	0	3	0.2	-4	14	-8	4	0
Cn1cc(C=C2C(=O)OC3(CCCCC3)OC2=O)c2ccccc21	7	2	1	1.9	-18	17	-14	1	-3
CC(=O)Nc1ccc(NC(=O)CSc2nc(C)nc3sc(C)c(C)c23)cc1	-5	0	3	-0.4	-18	32	-6	18	-1
Cc1cc(NS(=O)(=O)c2ccc(NC(=O)CSc3nc4ncc(Cl)cc4[nH]3)cc2)nc(C)n1	1	0	0	0.5	-11	19	3	-1	-1
COCCNC(=O)c1cc(S(=O)(=O)N(C)C2CCCCC2)ccc1Cl	-13	2	3	0.4	-14	15	-10	9	0
Cc1ccc(C)c(Cn2nnc(C(=O)Nc3ccc4c(c3)OCCO4)c2N)c1	6	23	2	14	19	-25	-4	7	36*
Cc1cc(NC(=O)c2cnn3c(C(F)(F)F)cc(-c4ccc(Br)cc4)nc23)no1	9	-1	-3	-0.3	-7	4	18	-6	2
O=C(OCCOc1ccccc1)c1cc(S(=O)(=O)N2CCOCC2)ccc1Cl	10	1	5	0.1	-5	-4	-6	6	0
O=C(NCc1ccc2c(c1)OCO2)c1ccc2snnc2c1	2	1	-6	0.7	-6	18	8	5	-1
Cc1ccc(S(=O)(=O)Nc2ccccc2C(=O)Nc2sccc2C(=O)NN(C)C)cc1	2	11	-5	3.3	2	9	-8	-1	3
O=C(Nc1ccc(C(=O)NN2C(=O)c3ccccc3C2=O)cc1)c1ccccc1	2	8	-10	3.4	-13	11	4	-7	4
Cc1cc(C)c(C#N)c(SCc2cn3ccccc3n2)n1	7	1	-13	0.5	-5	-15	-4	-2	-8
Cc1ccc(S(=O)(=O)N2CCCCC2)cc1NC(=O)c1cc2ccccc2o1	13	10	-4	3.0	-18	15	-4	-2	-5
COC(=O)c1sc(NC(=O)c2ccncc2)nc1C	6	1	2	0.2	15	-17	-2	1	3
Cc1cc(NC(=O)c2cccc3ccccc23)cc(C)c1OCC(=O)N1CCOCC1	-1	2	-2	0.4	10	-4	5	16	2
CC1(C)C(=O)CCC2(C)C1=CCC1C2C(=O)CC2(C)C1CCC2(O)C(=O)CO (configuration not stated)	11	2	-2	0.5	4	-13	7	-1	2
COc1cccc(CN2CCC2(C)C(=O)NCCc2ccccn2)c1OC (configuration not stated)	1	3	-7	0.8	-3	-2	-6	-1	1
Cn1c(SCC(=O)Nc2cccc3ccccc23)nc(O)cc1=O	0	0	-1	-0.1	-5	7	1	3	-2
CSc1ccc(Cl)c(C(=O)N2CCN(c3ncccn3)CC2)c1	4	4	0	1.1	-11	21	3	7	0
CC1Cc2ccccc2N1CC(=O)Nc1ccc2c(c1)OC(F)(F)O2 (configuration not stated)	6	-2	-6	-0.3	11	0	5	-8	-5
COCc1nnc(NS(=O)(=O)c2ccc([N+](=O)[O-])cc2)s1	-3	1	4	0.0	3	-2	6	2	-1
CNc1nc(NN)nc(Nc2ccccc2)n1	6	2	6	0.8	-2	14	-9	2	1
CNC(=O)C(=O)NCCC1CCCCN1S(=O)(=O)c1cccs1 (configuration not stated)	15	0	-8	-0.3	7	-7	-12	4	-2
